MITF act = activators of MITF-driven TRPM1 promoter activity in SK-MEL-5 cells. SK-MEL-5 TRPM1-promoter luciferase, 24 h; % of positive control, neutral wells = 0. activation, % at 12.5 µM. hit rate 0.75% among 300,000. AID 588334;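 active means mean activation of at least 80% with every replicate also reaching 80%; inconclusive means mean reaches 80% but some replicate falls short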;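 further: 0% = neutral control wells and 100% = parthenolide positive control wells; values of inactives mirror those of a sister screen read the other way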
AddAB inh = less growth of phage-infected E. coli with AddAB. E. coli expressing H. pylori AddAB, absorbance growth. inhibition, % at 11.9 µM. hit rate 0.29% among 330,000; in the data active means inhibition above about 12%;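 further: 0% = vehicle wells of infected cells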
SR-BI DiI-HDL act = activators of SR-BI mediated HDL lipid uptake; CHO ldlA[mSR-BI] cells, DiI-HDL uptake fluorescence, 3 h; 100 = double the neutral-control signal; activation, % at 12.5 µM; hit rate 0.096% among 320,000;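 active means mean replicate activation of at least 60% and every replicate at or above 60%; inconclusive means mean or all-replicate condition met, but not both; inactive means mean below 60% and not all replicates reaching 60%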;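 further: 0% = median plate neutral-control signal and 100% = twice that signal; values of inactives mirror those of a sister screen read the other way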
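System: CHO ldlA[mSR-BI] cells / Medium: HEPES-buffered (25 mM, pH 7.4) F12 plus 0.5% BSA / Probe or stimulus: labelled HDL, 10 µg/mL / Doses: single compound concentration, delivered by pin transfer / Schedule: 3 h, 37 °C / Measured by: DiI fluorescence, bottom read / Measure: cell-associated DiI fluorescence as measure of HDL uptake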
CAL PDZ FP-1 = inhibitors of human CAL PDZ peptide binding | hit rate 0.02% among 330,000 | purified CAL PDZ, TMR-peptide fluorescence polarization, 1 h | inhibition, % at 20 µM | Q9HD26 | AID 504414;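 active means highest replicate inhibition of at least 40%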;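 further: plate controls were DMSO neutral control wells for no effect and unlabeled competitor peptide control wells for full effect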
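Test system: purified CerCALP PDZ construct; Compound dosing: one concentration, 20 µM compound; Also added: TMR-labelled reporter peptide T*-PRC34 bound in PDZ groove; Read-out: inhibition from polarization loss; Controls: unlabelled peptide and DMSO controls; Signal: FP readout, S and P plane fluorescence; Incubation: 1 h at RT.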
E coli growth = reduces bacterial viability in AddAB counter-screen. E. coli V3065 growth, OD600 absorbance, 18 h. inhibition, % at 11.9 µM. hit rate 0.27% among 330,000;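 active means inhibition above the campaign's mean inhibition across all tested compounds plus 3 SD, cut at about 9.9% in these data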;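 further: uninfected addAB+ strain grown without phage in ampicillin broth; 0% = DMSO wells and 100% = ciprofloxacin 0.95 µg/ml wells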
phage Ecoli inh = E. coli growth loss with phage present; growth absorbance; inhibition, % at 11.9 µM; hit rate 0.26% among 360,000; AID 651602; in the data active means inhibition above about 11%
Tat export inh = inhibitors of E. coli Tat protein transport. E. coli MC4100 TorA-mCherry Tat export, fluorescence. inhibition, % at 10 µM. hit rate 0.036% among 340,000. AID 488895;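 active means mean replicate inhibition at least 50% and at least half of replicates individually reaching 50%; inconclusive means only one of the two criteria met; inactive means neither criterion met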;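 further: exported cargo escapes ClpAP degradation while cytoplasmic cargo is degraded and loses fluorescence; 0% = median of neutral control wells and 100% = median of NaSCN control wells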
Wnt act = activators of Wnt/beta-catenin signaling | Wnt/beta-catenin reporter cell assay, activator, plate reader | activation, % at 9.35 µM | hit rate 1.2% among 300,000 | AID 743398; in the data active means activation above about 30%, passing the limit was not always enough; inconclusive means no clear call, values can overlap the other calls;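 further: 0% = neutral control wells and 100% = positive control wells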
SR-BI HDL uptake = blocks mouse SR-BI lipid uptake from DiI-HDL; Q61009; ldlA[mSR-BI] CHO cells, DiI-HDL uptake fluorescence, 3 h; inhibition, % at 12.5 µM; hit rate 0.96% among 320,000; AID 488896;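 active means mean replicate inhibition of at least 70% and a set share of replicates each scoring 70 or more; inconclusive means meets just one of the two criteria; inactive means fails both criteria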;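 further: 0% = median of neutral control wells and 100% = median of positive control wells; values of inactives mirror those of a sister screen read the other way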
Target sequence (Q61009 whole entry, looked up): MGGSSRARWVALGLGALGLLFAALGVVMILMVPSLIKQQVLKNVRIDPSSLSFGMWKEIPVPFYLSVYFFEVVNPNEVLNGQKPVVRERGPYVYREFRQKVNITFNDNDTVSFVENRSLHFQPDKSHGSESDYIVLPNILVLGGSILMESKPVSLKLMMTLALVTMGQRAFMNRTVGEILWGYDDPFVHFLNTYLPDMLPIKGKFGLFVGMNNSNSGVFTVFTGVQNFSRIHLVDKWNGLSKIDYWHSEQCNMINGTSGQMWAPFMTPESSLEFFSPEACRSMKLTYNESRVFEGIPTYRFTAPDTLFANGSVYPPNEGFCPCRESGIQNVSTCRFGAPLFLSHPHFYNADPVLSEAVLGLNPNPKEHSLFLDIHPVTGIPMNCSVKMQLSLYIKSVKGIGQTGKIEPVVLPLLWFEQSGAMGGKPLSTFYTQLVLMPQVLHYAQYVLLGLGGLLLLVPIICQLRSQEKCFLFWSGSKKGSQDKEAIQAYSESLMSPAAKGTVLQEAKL
CAL PDZ FP-2 = inhibitors of human CAL PDZ peptide binding. Q9HD26. hit rate 0.92% among 300,000. purified CAL PDZ, TMR-peptide fluorescence polarization, 1 h. AID 602252. inhibition, % at 24.9 µM;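 active means mean inhibition of at least 30% with at least half of replicates also reaching 30%; inconclusive means no clear call, values can overlap the other calls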;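 further: 0% = DMSO neutral control and 100% = excess unlabeled competitor peptide PRC23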
Active calls of the source: *; ? = inconclusive; . = not tested or not shown. An unsorted share of the library. Share with any hit: about 3.6%.

SMILES	MITF act	AddAB inh	SR-BI DiI-HDL act	CAL PDZ FP-1	E coli growth	phage Ecoli inh	Tat export inh	Wnt act	SR-BI HDL uptake	CAL PDZ FP-2
CN(C)c1nc(Oc2ccc(=O)n(C)n2)nc(N2CCOCC2)n1	11	-0.3	26	-0.3	2.0	2.5	0	.	-26	-2
COc1cc(OC)c2cc(C(=O)N/N=C/c3ccccc3O)[nH]c2c1	-29	9.0	-123	0.8	5.1	4.5	-8	-2	123*	2
COc1ccc(Cn2c(CCC(=O)O)nc3cccnc32)cc1	-1	0.8	22	.	0.2	0.0	-5	.	-22	-1
CC(Sc1ccc(Cl)cc1)C(=O)NCC(c1ccco1)N1CCCCC1 (stereo not drawn)	-7	1.7	8	-0.3	2.6	4.3	2	1	-8	-2
C=CCN(C(=O)c1csnn1)C(C(=O)NCc1ccccc1)c1c(F)cccc1Cl (stereo not drawn)	2	1.4	18	-0.4	0.4	-0.5	-11	-4	-18	41*
COc1ccccc1C(=O)Nc1ccnn1C1CCN(C(=O)C(C)(C)C)CC1	-2	1.2	.	-2.8	1.1	1.5	-8	2	.	0
CCCCn1c(N)c(N(CC(C)C)C(=O)CCCSc2nncs2)c(=O)[nH]c1=O	7	-0.8	17	-0.2	-1.9	2.5	-8	-9	-17	.
CCCCn1nc(CC(=O)NCCN(CC)CC)c2ccccc2c1=O	.	2.3	3	-0.6	2.4	4.2	7	-4	-3	0
Cn1c(=N)c(S(=O)(=O)c2ccccc2)cc2c(=O)n3ccccc3nc21	6	2.0	29	-1.9	-0.7	2.4	-4	.	-29	-3
Cc1cc(OCC(=O)NC(C)C)cc(C)c1Cl	11	-0.9	-17	-3.0	0.3	0.3	-4	0	17	-4
Cc1cc2cc(C)c3nnc(SCC(=O)Nc4ccc(S(=O)(=O)N5CCCCC5C)cc4)n3c2cc1C (stereo not drawn)	15	4.7	9	0.1	0.5	1.9	2	.	-9	-6
CCOC(=O)c1cnc(SC)nc1Oc1cccc(NC(=O)c2cccc(Cl)c2Cl)c1	.	2.9	-21	-0.3	-0.8	2.7	-4	.	21	.
CC(C)CC1Nc2ncnc(N3CCOCC3)c2N(Cc2ccc(Br)cc2)C1=O (stereo not drawn)	-10	3.0	4	0.3	3.4	0.3	2	0	-4	-1
N#CC1=C(SCc2ccccc2)NC(=O)CC1c1ccc(O)cc1 (stereo not drawn)	-1	-0.8	17	-1.2	-1.6	3.3	-2	-3	-17	.
COc1cccc(CC(NC(C)=O)C(=O)NC2CCN(C(=O)NCc3ccccc3)CC2)c1 (stereo not drawn)	-1	.	.	-2.5	.	-0.5	-10	0	.	5
CCOc1ccc(NC(=O)CN(C)C(=O)CN2C(=O)c3ccc([N+](=O)[O-])cc3C2=O)cc1OCC	-10	.	-2	-1.6	.	0.2	-7	2	2	-8
CC1CC(C)CN(CCCNS(=O)(=O)c2ccc3c(c2)CCN3C(=O)C2CC2)C1 (stereo not drawn)	-4	1.1	2	-2.8	1.1	1.6	-9	-4	-2	120*
O=C1c2cccc([N+](=O)[O-])c2C(=O)N1c1ccccc1	-1	2.8	2	-1.4	0.8	3.9	-4	?	-2	-2
COc1ccc(Nc2nc(-c3ccc(OC)cc3)c(CCC(=O)O)s2)cc1	-2	3.2	.	-1.8	2.6	1.6	-11	2	.	-2
Cc1ccccc1NC(=O)Cc1nc(-c2ccc3ccccc3c2)cs1	13	1.2	5	-0.1	0.3	3.0	-6	-3	-5	-6
COc1ccc(N2CCOCC2)c(NC(=O)c2ccc(Br)o2)c1	2	1.7	-41	-2.5	0.2	1.4	5	2	41	-3
O=C(Nc1cc(Br)ccc1O)c1cc(-c2ccco2)on1	56	2.7	-49	-2.1	-0.6	1.4	-2	9	49	-5
Cc1ccc(C=Nc2cc([N+](=O)[O-])ccc2C)s1	-6	2.1	30	0.3	-0.7	1.8	-7	0	-30	-1
COc1ccc(-c2nc(C#N)c(NCCc3ccccc3)o2)cc1OC	78	3.3	-72	0.5	-1.1	0.7	-8	.	?	-2
CCOC(=O)c1ccc(NC(=S)NNC(=O)C2(C)CC2(Cl)Cl)cc1 (stereo not drawn)	4	-5.5	-11	.	-4.0	0.0	-11	.	11	3

The final 2 entries of the part above open the next one.
SMILES	MITF act	AddAB inh	SR-BI DiI-HDL act	CAL PDZ FP-1	E coli growth	phage Ecoli inh	Tat export inh	Wnt act	SR-BI HDL uptake	CAL PDZ FP-2
COc1ccc(-c2nc(C#N)c(NCCc3ccccc3)o2)cc1OC	78	3.3	-72	0.5	-1.1	0.7	-8	.	?	-2
CCOC(=O)c1ccc(NC(=S)NNC(=O)C2(C)CC2(Cl)Cl)cc1 (stereo not drawn)	4	-5.5	-11	.	-4.0	0.0	-11	.	11	3
Cc1cc(C)nc(NS(=O)(=O)c2ccc(NC(=O)CCN3C(=O)c4ccccc4C3=O)cc2)n1	-9	1.2	31	-0.8	1.3	3.0	-4	.	-31	.
COc1cccc(CNc2ccc3c(c2)ncn3C)c1OC	29	.	21	.	.	2.9	8	6	-21	-1
COc1cc(/C=C/C(=O)OCC(=O)Nc2cccc(F)c2)ccc1O	-4	-0.5	-25	-0.2	1.6	1.5	3	0	25	-4
CCCC(c1nnnn1Cc1ccc(OC)cc1)N1CCN(c2ccccc2)CC1 (stereo not drawn)	.	.	1	-0.1	.	2.2	6	-3	-1	-5
O=C(CCNS(=O)(=O)c1ccccc1)NNC(=O)c1cccc(Cl)c1	3	1.0	10	-0.7	-2.0	0.1	3	-2	-10	.
CCC(C)c1ccccc1NC(=O)c1cc(C)no1 (stereo not drawn)	-3	5.2	2	-0.7	-1.6	0.9	-9	0	-2	0
Cc1sc2ncnc(N3CCC(C(=O)Nc4ccc(OC(F)F)c(Cl)c4)CC3)c2c1C	2	1.3	-42	-2.1	-0.2	-1.1	9	-2	42	-1
COc1ccc(C(=O)N2CCSC2=S)cc1OC	-9	2.5	13	.	0.7	-2.2	4	0	-13	-1
COC(=O)c1ccc(OCC(=O)N2CCCc3ccccc32)cc1	6	1.2	.	-2.7	2.5	-0.7	-8	-1	.	9
CNS(=O)(=O)c1cccc(C(=O)NCC(c2cccs2)N(C)C)c1 (stereo not drawn)	-12	2.8	28	0.4	0.6	3.2	-12	-2	-28	.
COC(=O)c1cn(C(=O)c2ccc(C)cc2C)c2ccccc12	-17	-5.6	-63	-2.1	-0.7	4.5	7	-2	63	-7
CCC(C)NC(=O)c1ccccc1NC(=O)C1COc2ccccc2O1 (stereo not drawn)	4	6.3	-1	-2.2	-0.1	1.8	-1	-2	1	0
Cc1cc(C)cc(NS(=O)(=O)c2cc3[nH]c(=O)c(=O)[nH]c3cc2C)c1	-7	3.0	-10	-0.7	1.7	5.0	-6	-1	10	-3
CCCCNC(=O)CCn1nc(-c2ccc(Cl)cc2)c2ccccc2c1=O	.	1.9	-34	-1.5	-0.8	1.1	7	0	34	9
N=c1n(Cc2ccccc2)c2ccccc2n1Cc1ccccc1	5	5.7	16	-1.9	1.2	2.9	-12	-6	-16	0
COc1ccc(C2CC(c3cccs3)=NN2C(=O)CSc2nc3ccccc3o2)cc1 (stereo not drawn)	-10	3.9	-10	-1.1	0.3	-0.5	4	1	10	-2
COc1nn(CC(=O)N2N=C(C)CC2(O)C(F)F)cc1[N+](=O)[O-] (stereo not drawn)	-5	4.1	-10	-1.1	1.2	0.7	6	-6	10	-2
Cc1nc(-c2ccccn2)sc1C(=O)Nc1ccc(F)cc1F	.	1.5	-17	-0.4	0.6	3.9	2	.	17	-1
O=C(Nc1ccccc1)c1ccc(CSc2ncccn2)cc1	41	4.2	19	-0.9	4.2	1.7	-18	.	-19	-4
COc1cccc(-c2c(C(=O)N/N=C/c3ccoc3)nnn2-c2nonc2N)c1	6	3.4	-11	-2.1	-0.4	0.2	8	-2	11	6
CC1CCCCC12NC(=O)N(CC(=O)OCC(=O)NCc1ccc(F)cc1)C2=O (stereo not drawn)	5	1.6	.	-3.6	0.0	0.1	-3	-2	-11	-5
CSc1ccc(S(=O)(=O)NCCOc2ccccc2C)cc1	11	2.3	0	-2.8	1.4	0.6	0	1	0	-2
CC(=O)C1=C(C)N(Cc2ccccc2)C(=O)N[C@H]1CCc1ccccc1	-6	3.1	3	-0.6	0.8	3.3	2	-3	-3	-2
COC(=O)Nc1ccc2c(c1)N(C(=O)CCN(C)C)c1ccccc1CC2	5	2.3	7	-2.3	1.0	3.3	5	1	-7	.
CSCCC(NC(=O)COc1ccccc1)C(=O)OC(C)C(=O)Nc1ccccc1C (stereo not drawn)	-2	-0.7	6	-2.5	-0.5	1.4	9	-2	-6	1
SMILES	MITF act	AddAB inh	SR-BI DiI-HDL act	CAL PDZ FP-1	E coli growth	phage Ecoli inh	Tat export inh	Wnt act	SR-BI HDL uptake	CAL PDZ FP-2
CC(C)OCCCN1CN(S(=O)(=O)c2ccccc2)c2nc3ccccc3nc21	38	2.5	19	.	0.0	1.3	-2	7	-19	-1
CN1COc2ccc3ccccc3c2C1	-7	1.8	26	-2.0	-2.3	3.9	-2	-3	-26	-1
Cc1ccc(OCC(=O)NCCNC(=O)c2cnccn2)cc1C	-6	.	.	-1.9	.	0.5	2	-1	.	.
COc1ccc(-c2cc(=O)c3cc(OC)ccc3[nH]2)cc1	-16	6.5	6	-3.9	1.8	.	8	.	-6	-3
Cc1ccc(NC(=O)Nc2ncnc3nc[nH]c23)cc1	76	1.4	-24	-2.0	3.3	1.6	1	2	24	-4
Cn1cc(CC(=O)NCCCN2CCCC2=O)c2ccccc21	.	0.0	26	-1.6	-1.2	3.7	0	-1	-23	.
Cc1cc(C)cc(NC(=S)N2CCN(Cc3ccccc3)CC2)c1	-8	2.0	-3	-1.5	-4.2	4.9	6	2	3	-4

Laid out differently: entries from further up
Order of values – MITF act | AddAB inh | SR-BI DiI-HDL act | CAL PDZ FP-1 | E coli growth | phage Ecoli inh | Tat export inh | Wnt act | SR-BI HDL uptake | CAL PDZ FP-2
COc1cccc(-c2c(C(=O)N/N=C/c3ccoc3)nnn2-c2nonc2N)c1
  6 | 3.4 | -11 | -2.1 | -0.4 | 0.2 | 8 | -2 | 11 | 6
CC1CCCCC12NC(=O)N(CC(=O)OCC(=O)NCc1ccc(F)cc1)C2=O (stereo not drawn)
  5 | 1.6 | . | -3.6 | 0.0 | 0.1 | -3 | -2 | -11 | -5
CSc1ccc(S(=O)(=O)NCCOc2ccccc2C)cc1
  11 | 2.3 | 0 | -2.8 | 1.4 | 0.6 | 0 | 1 | 0 | -2

Screening data (PubChem)
